# Bioassay records (PubChem)
# ARNT-TACC3 inh – ARNT/TACC3 interaction disruption. Q9Y6A5. inhibition, % at 9.99 µM. AlphaScreen His-ARNT PAS-B/GST-TACC3 binding, luminescence; TACC3 fragment carries E629A point mutation. actives 0.66% (n = 390,000);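 active = mean inhibition of replicates at least 50% and at least half of replicates each reaching 50%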;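 also: 0% = complete ARNT plus TACC3 wells and 100% = ARNT alone without TACC3; many hits fall short of the cut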
# LGR2 antag – inhibitors of bursicon-induced Drosophila LGR2 receptor cAMP signaling; HEK293 LGR2, CRE-luciferase, bursicon-stimulated, 4 h; inhibition, % at 9.99 µM; actives 0.35% (n = 380,000); AID 720647;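 active = drop in luminescence signal, shown as inhibition above about 50% in the replicate tests, limit read from the data, passing the limit was not always enough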;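 also: agonist challenge used bursicon conditioned medium at about half maximal strength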
# PGC1a acetyl inh – lowers PGC1a acetylation signal in U2OS cells; AlphaScreen anti-acetyl-lysine; with virally co-expressed GCN5 acetyltransferase; AID 651687; actives 0.17% (n = 350,000); inhibition, % at 15.6 µM;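 active = every replicate shows inhibition of at least 40%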;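 also: 0% = neutral control wells and 100% = positive control wells; some results beyond the cut were filed as inactive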
# PglD inh – PglD (C. jejuni) enzyme inhibition; purified PglD enzyme, DTNB colorimetric CoA detection; inhibition, % at 12.5 µM; actives 0.098% (n = 360,000); AID 602405; in the data active = inhibition above about 16%, passing the limit was not always enough; also: strong numbers were not always called active
# INS-1E GSIS act – GLuc luminescence reporter in INS-1E cells, primary screen for activators of glucose-dependent secretion of insulin | INS-1E GLuc reporter insulin secretion, 2-3 h | activation, % at 16.6 µM | actives 0.61% (n = 370,000) | AID 743287;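 active = lowest replicate activation of at least 40%, so every replicate reaches that level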;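 also: 0% = median of neutral control wells and 100% = median of IBMX positive control wells; some compounds called inactive have numbers as strong as hits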
# PAX8 reporter – inhibitors of PAX8 transcriptional activity in RMG-I cells | RMG-I TPO-luciferase reporter, SteadyGlo, 24 h | inhibition, % at 12.6 µM | actives 1.2% (n = 360,000) | AID 652154;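 active = mean replicate inhibition at least 60% with every replicate also reaching 60%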;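 also: luciferase light reporting Pax8 driven TPO promoter activity; plate controls were median of neutral control wells for no effect and mitoxantrone controls for full effect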
# C2C12 statin – suppression of simvastatin myotoxicity; actives 0.78% (n = 330,000); rescue of ATP level, % at 7.49 µM; C2C12 myotubes + simvastatin, ATP luminescence, 48 h; scaled: DMSO 0, geranylgeraniol control 100;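 active = mean ATP rescue above about 67%, or every replicate alone reaching that limit, limit read from the data, passing the limit was not always enough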;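 also: myotubes were challenged with 10 µM simvastatin during compound exposure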
# Cneo AK release – causes C. neoformans cell lysis. adenylate kinase release luminescence, 4 h; normalised: neutral wells 0, clomiphene wells 100. lysis activity, % at 15 µM. actives 0.2% (n = 360,000). AID 651654;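 active = mean lysis activity across replicates of at least 80%, whatever share of replicates individually reach that level; inactive = mean lysis activity below 80%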
#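 Material – log-phase Cryptococcus neoformans yeast cells · Input – 5 × 10^6 yeast cells/mL · Medium – fresh YPD growth medium · Doses – single compound concentration per well · Timing – static 4 h at 37 °C with compound, 1 h detection · Detection – adenylate kinase release luminescence · Read-out – signal increase indicating cell lysis · Control set – Clomiphene as positive lysis control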
# Numbers without * were called inactive; . = no result given.
SMILES,ARNT-TACC3 inh,LGR2 antag,PGC1a acetyl inh,PglD inh,INS-1E GSIS act,PAX8 reporter,C2C12 statin,Cneo AK release
CCOC(=O)c1c(NC(=O)CNC2CCCc3ccccc32)sc(C(N)=O)c1C (stereo unspecified),0,9,.,.,16,21,.,.
COc1ccc(CNS(=O)(=O)c2ccc(-c3cnc(C4CC4)o3)cc2)cc1,0,-5,-2,-2,-4,4,1,3
CC(C)N(Cc1nnc(-c2ccc(Cl)cc2)o1)C(=O)c1cc2ccccc2o1,-5,-8,-1,-2,-24,24,10,0
CCCc1nnc(SCc2ccc(C(=O)OC)o2)n1N,2,.,.,5,.,.,-9,1
CC1CCC(NC(=O)CN2C(=O)NC3(CCCCCC3)C2=O)CC1 (stereo unspecified),-16,-7,2,1,4,4,9,-1
Cc1cccc(CN(C)C[C@@H]2Oc3ncc(-c4cccc(C(F)(F)F)c4)cc3C(=O)N([C@H](C)CO)C[C@@H]2C)c1,-2,-21,22,-1,-16,.,.,9
Cc1cc(C(=O)N/N=C/c2cc(Br)cc([N+](=O)[O-])c2O)c2ccccc2n1,27,10,.,.,14,19,.,.
CN1C(=O)c2cc(NC(=O)c3cscn3)ccc2OC[C@H]2O[C@@H](CC(=O)NCC3CC3)CC[C@H]21,5,-1,-4,3,5,5,6,-5
CCOC(=O)Cn1c(=O)oc2cc(S(=O)(=O)Nc3c(C)cc(C)cc3C)ccc21,-15,7,9,.,-11,-10,1,-2
COC(=O)c1cnn(-c2ccccc2)c1/C=N/NC(=S)Nc1ccccc1,.,7,-1,7,4,-5,.,74
Cc1[nH]c2ccc(C(=O)NCCCN3CCOCC3)cc2c1C,-5,-12,-12,1,2,-6,-9,0
COc1ccc(O)c(C(=O)CC(=O)c2ccncc2)c1,17,-29,-8,1,19,-118,2,0
Cc1nc(NC(=O)COC(=O)C(C)NC(=O)c2ccccc2)c(Cl)cc1Cl (stereo unspecified),-2,-3,4,2,-29,-4,-11,-1
Cc1ccc(NC(=O)Nc2cnccn2)cc1Cl,7,6,.,.,3,-36,.,.
Cc1ccc(NC(=O)Nc2ccon2)cc1,-5,-15,.,10,20,-30,.,-12
CC(=O)c1cn(C)c(=O)n(C)c1=O,-4,-24,.,.,-9,0,.,.
CN(C)CC(=O)N[C@@H]1CC[C@H](CCNC(=O)C2CCCC2)O[C@H]1CO,-5,-3,9,3,8,1,5,5
O=[N+]([O-])c1cccnc1Sc1ccc(Cl)cc1,-20,-1,3,13,1,-25,-16,-3
OCc1nc2ccc(Cl)cc2[nH]1,.,0,2,0,-7,-14,5,-2
CN(C)C(=C(C#N)C#N)N1CCN(c2ccc(Cl)cc2)CC1,3,-23,0,.,-7,-9,.,.
O=C(C[C@H]1C=C[C@H](NC(=O)Nc2ccc3c(c2)OCO3)[C@H](CO)O1)NCc1ccccc1,0,9,8,1,-2,-12,11,-6
C[C@@H]1CCCCO[C@H](CN(C)C(=O)Nc2cccc3ccccc23)[C@@H](C)CN([C@@H](C)CO)C(=O)c2cc(NS(C)(=O)=O)ccc2O1,34,-12,-13,0,-9,15,.,0
CCOC(=O)c1cc(CC)sc1NC(=O)COC,-6,.,2,4,.,.,-8,-2
CCN(CC)/C(=N/S(=O)(=O)c1ccc(C)cc1)c1ccccc1,31,.,12,-2,.,-62,.,1
OC1(c2cccc(C(F)(F)F)c2)CCN(CCN2CCCCC2)CC1,7,.,-5,-7,.,-13,2,0
# Carrying on.
SMILES,ARNT-TACC3 inh,LGR2 antag,PGC1a acetyl inh,PglD inh,INS-1E GSIS act,PAX8 reporter,C2C12 statin,Cneo AK release
CC1=C(C(=O)Nc2ccccc2)C(c2ccccc2[N+](=O)[O-])NC(=O)N1 (stereo unspecified),7,-8,13,-1,-11,-21,3,0
NC(=O)[C@@H]1CCCCNc2c(I)cc([N+](=O)[O-])cc2C(=O)N[C@@H](CCC(=O)O)C(=O)N[C@@H](CO)C(=O)N1,4,-6,.,-1,44,-15,6,0
Cc1ccccc1OCCC(=O)Nc1ccccc1C(=O)NC1CC1,1,-13,-18,.,8,-3,.,.
COc1cc(NC(=S)Nc2cccc(Cl)c2Cl)c(OC)cc1Cl,1,-12,.,0,-33,.,3,1
CCOC(=O)C1C(=O)N(C(=O)c2cncc(Br)c2)CC1c1ccccc1 (stereo unspecified),-9,.,4,-1,.,.,16,-3
Cc1noc(C)c1S(=O)(=O)Nc1cccc2c1O[C@@H](CN(C)CC1CC1)[C@@H](C)CN([C@@H](C)CO)C2=O,-12,-6,0,-2,21,.,-5,46
CC(C)c1onc(C(=O)NC2CCCC2)c1[N+](=O)[O-],-1,-2,-6,.,-3,-1,.,.
CC(=O)N1N=C(c2c(-c3ccccc3)c3cc(C)ccc3[nH]c2=O)CC1c1ccco1 (stereo unspecified),2,-2,.,.,-6,38,.,.
Cc1ccc(S(=O)(=O)N(CC(=O)NCCSc2ccccn2)c2cc(C)cc(C)c2)cc1,2,.,-24,5,.,.,27,0
O=C1CC(c2ccccc2)CC(O)=C1C=NC1CCCC1 (stereo unspecified),3,-19,6,4,1,.,-11,2
Cc1nn(CCC(=O)N2CCN(S(=O)(=O)c3ccc(Cl)cc3)CC2)c(C)c1C,2,8,.,2,5,-4,-10,-1
CCOc1[nH]n(-c2ccc(Cl)cc2)c(=O)c1C=NCc1cccnc1,-6,11,.,-2,2,11,-1,0
C[C@H](NC(=O)C[C@H]1CC[C@@H]2[C@H](COC[C@@H](O)CN2C(=O)Nc2cc(Cl)cc(Cl)c2)O1)c1ccccc1,6,7,1,3,-9,29,-25,4
CC(C)OP(=O)(OC(C)C)C(NC(=O)c1ccccc1)C(N)=O (stereo unspecified),5,-1,.,.,-8,-15,.,.
CC(=O)N1C(=O)NC(c2ccccc2)=C([N+](=O)[O-])C1c1ccccc1 (stereo unspecified),4,-4,7,-4,.,5,0,3
CCC(=O)N(C)C[C@H]1Oc2ncc(C#CCC3CCCC3)cc2C(=O)N([C@@H](C)CO)C[C@@H]1C,-1,-13,-7,0,-5,-7,-4,-4
COc1nc(/C(N)=N/O)nc(N2CCCCC2)n1,21,.,-26,-3,.,-12,0,-3
CC(C)NC(=O)N(C)C[C@@H]1OCCCC[C@H](C)Oc2ccc(NS(=O)(=O)c3ccccc3)cc2C(=O)N([C@H](C)CO)C[C@@H]1C,-10,-11,6,-1,37,-8,.,0
CCCC(O)C#Cc1cnc2c(c1)C(=O)N([C@H](C)CO)C[C@H](C)[C@H](CN(C)C(=O)Nc1ccc(OC)cc1)O2 (stereo partly specified),.,21,-3,3,1,.,0,-3
O=C(CN(c1ccccc1)S(=O)(=O)c1ccccc1[N+](=O)[O-])NN=C1CCCCCCC1,-13,.,1,-4,.,.,-8,-1
COCC(C)n1c(SCC(=O)Nc2cccnc2Cl)nc2ccccc2c1=O (stereo unspecified),.,-17,0,-2,.,11,11,-2
CC(C)CC#Cc1cnc2c(c1)C(=O)N([C@H](C)CO)C[C@@H](C)[C@@H](CN(C)Cc1ccccn1)O2,1,-14,-10,2,-21,.,-7,3
CNc1nc(-c2ccccc2)nc(-c2ccccc2)c1C#N,2,.,.,1,.,.,-2,-2
C=CCn1c(=O)/c(=C/c2ccc(O)cc2)s/c1=C(/C#N)c1nnc2n1CCCCC2,-6,10,5,0,-15,.,-42,1
COc1cccc(-c2ccc3n(c2=O)C[C@@H]2[C@@H](CO)[C@H](C(=O)NC4CCC4)N[C@H]32)c1,-31,-7,.,-1,9,.,4,-3

# Profiles, looked up by structure. Values in the order: ARNT-TACC3 inh	LGR2 antag	PGC1a acetyl inh	PglD inh	INS-1E GSIS act	PAX8 reporter	C2C12 statin	Cneo AK release
# Results for C[C@H](NC(=O)C[C@H]1CC[C@@H]2[C@H](COC[C@@H](O)CN2C(=O)Nc2cc(Cl)cc(Cl)c2)O1)c1ccccc1 : 6	7	1	3	-9	29	-25	4
# Results for CC(C)CC#Cc1cnc2c(c1)C(=O)N([C@H](C)CO)C[C@@H](C)[C@@H](CN(C)Cc1ccccn1)O2 : 1	-14	-10	2	-21	.	-7	3
# Results for CC(C)c1onc(C(=O)NC2CCCC2)c1[N+](=O)[O-] : -1	-2	-6	.	-3	-1	.	.
# Results for O=C(CN(c1ccccc1)S(=O)(=O)c1ccccc1[N+](=O)[O-])NN=C1CCCCCCC1 : -13	.	1	-4	.	.	-8	-1

# Next part.
SMILES,ARNT-TACC3 inh,LGR2 antag,PGC1a acetyl inh,PglD inh,INS-1E GSIS act,PAX8 reporter,C2C12 statin,Cneo AK release
O=C(COc1cccc2ccccc12)N/N=C/c1ccncc1,-1,15,-12,-4,0,17,1,10
CC(C)C1CC2=C(C(=O)OC(C)(C)O2)C(c2ccc(Cl)cc2)O1 (stereo unspecified),.,-4,-34,3,.,6,-7,0
CN(c1ccccc1)S(=O)(=O)c1cccc(NC(=O)C2CC(=O)N(Cc3ccccc3)C2)c1 (stereo unspecified),7,16,.,.,-74,13,.,.
Cc1ccc(C)c(N/C=C(\C#N)c2nc3ccccc3o2)c1,0,.,5,11,.,.,-82,4
CCOC(=O)c1[nH]cc(-c2ccccc2)c1N1CCOCC1,-5,.,-12,0,.,5,.,2
COc1ccc(NC(=O)CCC(=O)NCc2ccco2)c([N+](=O)[O-])c1,1,-9,.,-6,14,-8,0,-3
CCCCCCc1c(O)c2ccccc2[nH]c1=O,-4,.,8,-1,.,.,14,0
O=C1CN(S(=O)(=O)c2cc(C(=O)O)ccc2Cl)c2ccccc2N1,-4,-5,.,7,35,3,1,-1
CCN(CC)CCCNC(=S)N1CCN(c2nc3ccccc3n2CC)CC1,21,-6,-5,-6,-8,13,-4,7
C/C(Cl)=C/Cc1c(C)[nH]c2c(ccc3ccccc32)c1=O,-7,7,.,-7,-1,-29,-15,-2
COc1ccc(-c2csc(NC(=O)c3ccccc3NS(=O)(=O)c3ccc(C)cc3)n2)cc1,-22,33,-4,.,-45,0,-162,.
CCOc1cccc(Oc2ccc(C(F)(F)F)cn2)c1,-9,0,1,4,3,.,-8,2

# Laid out differently: two of the compounds above
Compound	ARNT-TACC3 inh	LGR2 antag	PGC1a acetyl inh	PglD inh	INS-1E GSIS act	PAX8 reporter	C2C12 statin	Cneo AK release
COc1ccc(-c2csc(NC(=O)c3ccccc3NS(=O)(=O)c3ccc(C)cc3)n2)cc1	-22	33	-4	.	-45	0	-162	.
O=C(COc1cccc2ccccc12)N/N=C/c1ccncc1	-1	15	-12	-4	0	17	1	10
